CHRM5 antagonist = CHRM5 antagonism in calcium assay. P08912. inhibition, % at 3 µM. CHO-hM5 cells, Fluo-8 calcium fluorescence, ACh EC80. 360,000 compounds, 0.59% hits. AID 624040;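 active means inhibition above a per-plate cutoff, the mean of that plate's test compounds plus 3 SD, cut at about 27% in these data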;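 further: 0% = acetylcholine EC80 with DMSO and 100% = DMSO without agonist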
Target sequence (P08912 whole entry, looked up): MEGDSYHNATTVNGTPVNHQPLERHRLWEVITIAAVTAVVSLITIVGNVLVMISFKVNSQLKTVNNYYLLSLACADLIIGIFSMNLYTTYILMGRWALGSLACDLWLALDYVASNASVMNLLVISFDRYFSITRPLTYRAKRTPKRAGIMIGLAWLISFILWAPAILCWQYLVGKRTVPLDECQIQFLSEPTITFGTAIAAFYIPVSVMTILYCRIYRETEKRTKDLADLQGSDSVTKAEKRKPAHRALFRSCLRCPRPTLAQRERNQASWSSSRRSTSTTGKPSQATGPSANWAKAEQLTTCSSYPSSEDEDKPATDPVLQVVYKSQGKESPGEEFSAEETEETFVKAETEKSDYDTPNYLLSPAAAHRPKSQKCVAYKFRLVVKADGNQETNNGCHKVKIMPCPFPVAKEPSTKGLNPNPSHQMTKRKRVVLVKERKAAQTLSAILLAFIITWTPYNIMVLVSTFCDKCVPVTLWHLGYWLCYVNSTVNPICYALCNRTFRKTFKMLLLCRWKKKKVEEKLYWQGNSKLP
CRFBP-R2 block = CRF-BP/CRF-R2 complex antagonism; HEK293 CRF-R2/CRF-BP, CRF-induced calcium fluorescence; inhibition, % at 11.8 µM; 350,000 compounds, 0.59% hits;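 active means inhibition of the ligand-induced calcium signal above about 50% at the single tested concentration, limit read from the data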
CHRM4 agonist = CHRM4 agonism in calcium assay; 360,000 compounds, 0.14% hits; CHO-K1 hM4/Gqi5, Fluo-8 calcium fluorescence; vehicle 0%, full acetylcholine response 100%; P08173; activation, % at 3 µM;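 active means activation above the run mean over all test wells plus 3 SD, cut at about 32% in these data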;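 further: peak over basal fluorescence ratio per well then scaled between controls; 0% = DMSO wells and 100% = acetylcholine at EC100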
Target sequence (P08173 whole entry, looked up): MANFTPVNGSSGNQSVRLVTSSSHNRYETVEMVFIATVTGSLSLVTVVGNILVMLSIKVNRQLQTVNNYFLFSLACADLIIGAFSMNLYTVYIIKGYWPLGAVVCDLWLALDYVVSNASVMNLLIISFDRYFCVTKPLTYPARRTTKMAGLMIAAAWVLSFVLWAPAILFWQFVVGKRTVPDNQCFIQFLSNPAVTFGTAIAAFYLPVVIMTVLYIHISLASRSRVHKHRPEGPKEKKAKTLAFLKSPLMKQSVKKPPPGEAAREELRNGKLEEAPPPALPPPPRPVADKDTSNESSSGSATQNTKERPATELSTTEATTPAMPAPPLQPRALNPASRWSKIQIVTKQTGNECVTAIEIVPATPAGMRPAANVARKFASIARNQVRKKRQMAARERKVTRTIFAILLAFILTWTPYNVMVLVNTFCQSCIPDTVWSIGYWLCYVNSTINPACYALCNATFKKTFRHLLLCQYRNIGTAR
M5 PAM = positive allosteric modulators of human muscarinic M5 receptor | 360,000 compounds, 0.3% hits | AID 624038 | activation, % at 3 µM | CHO-K1 hM5, Fluo-8 calcium, ACh EC20 PAM; 0% = ACh EC20, 100% = ACh EC100;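 active means activation above the run cutoff, the mean activation of all test compounds plus 3 SD, cut at about 18% in these data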
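System: CHO-K1 hM5 cells. Reagent: acetylcholine, EC20 level. Compound dosing: single dose, 3 µM nominal final test concentration. Timing: Post-acetylcholine fluorescence recording 140 s. Detection: Fluo-8 calcium fluorescence. Read-out: % activation, ACh-normalized. Benchmarks: ACh EC20 and EC100 wells. Repeats: singlicate, one well per test compound.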
CHRM1 PAM = human CHRM1 positive allosteric modulation | P11229 | CHO-K1 hM1, Fluo-8 calcium fluorescence, ACh EC20; 0% = ACh EC20, 100% = maximal ACh | activation, % at 3 µM | 360,000 compounds, 0.088% hits | AID 588819; in the data active means activation above about 19%, passing the limit was not always enough
CHRM4 PAM = CHRM4 positive allosteric modulation; CHO-K1 hM4/Gqi5, Fluo-8 calcium fluorescence, ACh EC20; 0% = ACh EC20, 100% = maximal ACh; P08173; activation, % at 3 µM; 360,000 compounds, 0.4% hits;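 active means activation above its plate's cutoff, the mean activation of sample wells plus 3 SD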; further: some results filed as inactive read as strong as hits
CHRM5 agonist = CHRM5 agonism in calcium assay. P08912. CHO-K1 hM5 cells, Fluo-8 calcium fluorescence; 0% DMSO wells, 100% maximal acetylcholine response. activation, % at 3 µM. 360,000 compounds, 0.19% hits. AID 624037;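 active means activation above the run's mean over test compounds plus 3 SD, cut at about 23% in these data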;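 further: signal is peak over basal fluorescence ratio across the kinetic read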
CRFR2-BP ag = CRF-BP/CRF-R2 complex agonism; HEK293 CRF-R2/CRF-BP, calcium dye fluorescence (FLIPR); percent of saturating CRF peptide response; activation, % at 13.2 µM; 350,000 compounds, 0.46% hits; AID 588473;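 active means activation of at least 50%, plus an integration ratio under a set limit after plate pattern correction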;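 further: plate controls were neutral control wells without compound for no effect and CRF at EC100 for full effect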
CHRM4 antagonist = antagonists of human muscarinic M4 receptor (CHRM4); P08173; CHO-hM4 cells, ACh EC80, Fluo-8 calcium fluorescence; inhibition, % at 3 µM; 360,000 compounds, 0.73% hits; AID 624125;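 active means inhibition above its plate's cutoff, the mean inhibition of sample wells plus 3 SD, cut at about 27% in these data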;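 further: 0% = acetylcholine EC80 with DMSO and 100% = DMSO without agonist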
The depositor's hits bear a star; / = no result given.

| Molecule | CHRM5 antagonist | CRFBP-R2 block | CHRM4 agonist | M5 PAM | CHRM1 PAM | CHRM4 PAM | CHRM5 agonist | CRFR2-BP ag | CHRM4 antagonist |
| --- | --- | --- | --- | --- | --- | --- | --- | --- | --- |
| CCCCNC(=O)CCC(=O)Nc1ccc2nc(N3CCN(C)CC3)cc(C)c2c1 | -3 | -1 | 0 | 0 | -3 | 3 | 6 | 1.6 | 2 |
| O=C(OCc1nnc(-c2ccccc2)o1)C1CC(=O)N(c2ccccc2)C1 (stereo unspecified) | 0 | 1 | 4 | -2 | 7 | 1 | -1 | -1.2 | -13 |
| C=CCn1c2ccccc2c2nnc(SCCN3CCCCC3)nc21 | 1 | 2 | 1 | -5 | -29 | -15 | -8 | -3.1 | 20 |
| Cc1ccc(C(=O)N/C(=C\c2ccc([N+](=O)[O-])cc2)C(=O)NCCc2ccccc2)cc1 | 4 | -9 | 0 | -3 | -3 | -4 | -1 | -1.3 | -3 |
| Cc1nonc1NC(=O)CSc1nc2ccccc2[nH]1 | -2 | -20 | 1 | 0 | -3 | 3 | 1 | -2.0 | -3 |
| CCOc1ccc(-n2c(SCC(=O)Nc3nccs3)nc3c(c2=O)SCC3)cc1 | -1 | 22 | 0 | -1 | 8 | 5 | 1 | 0.3 | -2 |
| O=C(CCNS(=O)(=O)c1ccccc1C(F)(F)F)NCCCN1CCOCC1 | 14 | -1 | 1 | 0 | 12 | 2 | -4 | 2.0 | 8 |
| Cn1ccnc1SCC(=O)NC1CCCC1 | -1 | 11 | 0 | 3 | 0 | -5 | -5 | 0.1 | -3 |
| Cc1cc(C)n(-c2ccc(C(=O)OCC(=O)c3c(N)n(C)c(=O)n(C)c3=O)cc2)n1 | -1 | 8 | 1 | 3 | 7 | 8 | -1 | -0.8 | -11 |
| CCOc1cc(C2NC(=O)NC(C)=C2C(=O)NCc2ccccc2)c(Cl)cc1O (stereo unspecified) | 14 | 28 | 2 | -11 | 2 | -9 | -3 | 0.7 | 12 |
| C=CCn1c(O)c(N=NC(=O)CNC(=O)Cc2ccccc2)c2ccccc21 | 6 | 2 | 0 | 2 | 9 | 3 | -1 | -2.2 | -17 |
| O=[N+]([O-])c1ccc(NC(=S)N2CCN(c3ccccn3)CC2)cc1 | 7 | 3 | 1 | -2 | -4 | -8 | 1 | -0.3 | 6 |
| COc1ccc2oc(=O)cc(C)c2c1 | 8 | 17 | 0 | -1 | 4 | 1 | 1 | -3.9 | 16 |
| Cc1cc(=O)oc2cc(OCC(=O)Nc3nnc(C4CC4)s3)ccc12 | -5 | 8 | 1 | 4 | 4 | 6 | -10 | 0.9 | 0 |
| CC(C)C(=O)NC(NC(=S)Nc1cccc2cccnc12)C(Cl)(Cl)Cl (stereo unspecified) | -8 | -7 | 4 | 8 | 12 | 6 | 1 | -0.9 | -3 |
| CCCCn1c(N)c(N(CCOC)C(=O)c2ccc(N(C)S(=O)(=O)c3ccc(C)cc3)cc2)c(=O)[nH]c1=O | 3 | 11 | 1 | 0 | 3 | 7 | 3 | -0.5 | -16 |
| CCN(C(=O)COC(=O)c1ccc(N2C(=O)c3ccccc3C2=O)cc1)C1CCS(=O)(=O)C1 (stereo unspecified) | -11 | -2 | 1 | -6 | 10 | 6 | -7 | 9.1 | -11 |
| CC(C)COC(=O)N1CCCCC1c1cc(C(=O)NCc2ccc(F)cc2)no1 (stereo unspecified) | 7 | / | 3 | -3 | -1 | 1 | -2 | / | -10 |
| COc1ccc(CCNC(=O)C(=O)N2CCCCC2)cc1OC | 5 | 8 | 0 | 0 | 5 | 1 | -6 | -0.7 | 4 |
| CCOC(=O)CSc1ncc(-c2ccc([N+](=O)[O-])cc2)[nH]1 | 8 | 1 | 1 | -5 | 0 | -1 | -3 | -3.4 | 6 |
| COc1nc2c(s1)C(=O)NCCC2 | -3 | 11 | 1 | -5 | 6 | 10 | -3 | -0.1 | 15 |
| Cn1c(=O)c2c(nc(SCC(=O)NCc3ccc4c(c3)OCO4)n2Cc2ccc(F)cc2)n(C)c1=O | 3 | 11 | 1 | -5 | 3 | -2 | -10 | 0.7 | 7 |
| CCn1c(Cc2ccccc2)nnc1SCC(=O)Nc1ccc(N2CCOCC2)c(Cl)c1 | 2 | -12 | 1 | -3 | 2 | 0 | 0 | 0.8 | -4 |
| Cc1ccc(S(=O)(=O)N(C)C)cc1NC(=O)COC(=O)c1ccc2c(=O)n3c(nc2c1)CCC3 | 10 | 5 | 0 | -4 | -4 | 0 | 1 | 1.0 | 17 |
| CCOC(=O)[C@@H]1[C@H]2COc3ccc(Br)cc3[C@@H]2N2C(=O)N(c3cccc(F)c3)C(=O)[C@@]12C | 15 | -3 | 3 | -7 | -6 | -4 | -4 | 0.2 | 1 |
| COc1ccc(Br)cc1/C=N/NC(=O)CNC(=O)/C=C/c1ccccc1 | 17 | -21 | 0 | -2 | 8 | 2 | -4 | 1.4 | 4 |
| CCOC(=O)Cc1csc(NC(=O)CSc2nc(N)c3c(C)c(C)sc3n2)n1 | 9 | -20 | 13 | -30 | -1 | -1 | -5 | 2.2 | -21 |
| Cc1ccccc1NC(=O)CC1SC(=NC2CCCCC2)NC1=O (stereo unspecified) | -5 | -12 | 1 | -2 | 8 | 4 | -3 | 2.6 | -1 |
| CCCCN(C)Cc1c(C(=O)N2CCc3ccccc3C2)nc2ccc(Cl)cn12 | -7 | -3 | 0 | -1 | 10 | 4 | -2 | 0.9 | -6 |
| Cc1cccc(CN2C(=O)N/C(=C/c3cc(C)n(-c4cc(C)ccn4)c3C)C2=O)c1 | -2 | -2 | 1 | 0 | 3 | 5 | 1 | 4.7 | 8 |
| O/N=C1/CCCCc2sccc21 | -8 | -18 | 1 | 0 | 10 | 8 | -2 | -0.5 | -13 |
| Cc1ccc(S(=O)(=O)N(CC(=O)NCc2ccco2)c2ccccc2C)cc1 | 11 | 14 | 0 | 0 | 3 | 0 | -6 | -0.6 | -15 |
| Cc1cccc(C)c1NC(=O)CN(C)C(=O)CN1C(=O)NC2(CCCC2)C1=O | 0 | 8 | 0 | 0 | -2 | -2 | -4 | -0.6 | -2 |
| CCOC(=O)c1cc2c(=O)n3ccccc3nc2n(Cc2ccco2)c1=NC(=O)c1ccccc1OC | 7 | 0 | 0 | 3 | 16 | 16 | 4 | 22 | -2 |
| O=C(CSc1nnc(C2COc3ccccc3O2)o1)N1CCCCC1 (stereo unspecified) | -7 | 11 | 1 | 2 | 6 | 12 | 1 | 0.1 | -5 |
| COc1cccc(C2C=C(Nc3ccccc3)C(=O)N2c2ccccc2)c1 (stereo unspecified) | 16 | 16 | 3 | -9 | 3 | -7 | 8 | -1.1 | 6 |

Reprinted from the part before: 2 entries; new compounds follow.
SMILES	CHRM5 antagonist	CRFBP-R2 block	CHRM4 agonist	M5 PAM	CHRM1 PAM	CHRM4 PAM	CHRM5 agonist	CRFR2-BP ag	CHRM4 antagonist
O=C(CSc1nnc(C2COc3ccccc3O2)o1)N1CCCCC1 (stereo unspecified)	-7	11	1	2	6	12	1	0.1	-5
COc1cccc(C2C=C(Nc3ccccc3)C(=O)N2c2ccccc2)c1 (stereo unspecified)	16	16	3	-9	3	-7	8	-1.1	6
Cc1ccccc1-c1nc(CN2CCC(C(=O)N3CCN(c4ccccn4)CC3)CC2)c(C)o1	0	10	9	-5	2	1	-1	-2.0	-8
O=C(CSC1CCCCC1)N1CCN(c2ccccc2)CC1	0	1	1	4	3	-2	-3	-2.4	4
COc1cc2c(c(OC)c1OC)-c1c(cc3c(c1OC)OCO3)C1OC2[C@@H](C)[C@H]1C (stereo partly specified)	5	3	9	-4	-1	4	0	0.1	-2
COc1ccc(-c2nn(-c3ccccc3C)cc2CNC(C)c2cn(C)nc2C)cc1F (stereo unspecified)	-5	12	3	5	-16	14	-1	-1.3	25
O=C(NCCN1CCOCC1)c1ccc(CSc2nc3ccncc3n2Cc2ccc(F)cc2)cc1	2	3	1	-1	9	1	-8	-1.3	-4
CCN1C(c2ccccc2)C(C)C(=O)C(C)C1c1ccccc1 (stereo unspecified)	-6	57*	-2	-2	-5	19	-1	1.0	-5
CC(C)[C@H](NC(=O)c1cc2cc(Cl)ccc2n1C)C(=O)N1CCC(C(=O)O)CC1	9	-3	0	-2	0	-2	-2	1.9	4
COc1cc(NC(=O)Cc2cccs2)c(C(=O)O)cc1OC	10	7	0	0	12	-3	-2	-0.1	0
CCCC(=O)Nc1nnc(-c2ccc(Cl)s2)o1	-1	-6	1	3	9	14	-2	-0.9	-19
COc1cccc(CN(C)C(=O)c2ccccc2Sc2ccccc2C#N)c1OC	12	0	9	-2	-1	-6	1	2.1	-7
O=C(N/N=C\c1cc2c(cc1Cl)OCO2)c1cccnc1	2	17	2	0	6	3	1	-2.7	6
CCOc1ccccc1Nc1nnc(SCC(=O)NC2CC2)s1	1	2	2	6	5	13	1	0.6	-8
Cc1cccc(N(CC(=O)NCc2ccc(F)cc2)C(=O)c2ccco2)c1	1	8	1	5	19	-2	0	0.6	9
C[C@H](CO)N1C[C@H](C)[C@H](CN(C)S(=O)(=O)c2ccc3c(c2)OCCCO3)OCc2cnnn2CCCC1=O	4	-4	0	3	12	7	-1	-1.5	-8
COc1ccc(CC(=O)N2CCN(c3cccc(Cl)c3)CC2)cc1OC	-2	7	7	3	7	-3	3	0.9	-11
COC(=O)C(C)Sc1nnc(Cc2cc(=O)[nH]c(=O)[nH]2)n1-c1ccc(Cl)cc1 (stereo unspecified)	-2	/	1	-1	4	4	-1	/	1
O=C(COC(=O)C1CC1)NCc1ccccc1Cl	-6	26	0	1	9	-1	-2	1.2	1
COc1cc(C(=O)N2C[C@H]3CON(C)[C@H]3C[C@H]2c2ccc(N3CCCCC3)cc2)cc(OC)c1OC	-4	/	1	0	11	4	2	/	-17
COc1ccc(NC(=O)CN2CCC(C(N)=O)(N3CCCCC3)CC2)cc1	-2	10	1	6	5	-5	1	-1.6	9
OC(c1cc(-c2cccc(Cl)c2)nc2ccccc12)C1CCCCN1 (stereo unspecified)	8	-11	23	-1	3	11	3	8.1	37*

Grouped by structure, the compounds so far containing fluorine.
SMILES	CHRM5 antagonist	CRFBP-R2 block	CHRM4 agonist	M5 PAM	CHRM1 PAM	CHRM4 PAM	CHRM5 agonist	CRFR2-BP ag	CHRM4 antagonist
O=C(CCNS(=O)(=O)c1ccccc1C(F)(F)F)NCCCN1CCOCC1	14	-1	1	0	12	2	-4	2.0	8
CC(C)COC(=O)N1CCCCC1c1cc(C(=O)NCc2ccc(F)cc2)no1 (stereo unspecified)	7	/	3	-3	-1	1	-2	/	-10
Cn1c(=O)c2c(nc(SCC(=O)NCc3ccc4c(c3)OCO4)n2Cc2ccc(F)cc2)n(C)c1=O	3	11	1	-5	3	-2	-10	0.7	7
CCOC(=O)[C@@H]1[C@H]2COc3ccc(Br)cc3[C@@H]2N2C(=O)N(c3cccc(F)c3)C(=O)[C@@]12C	15	-3	3	-7	-6	-4	-4	0.2	1
COc1ccc(-c2nn(-c3ccccc3C)cc2CNC(C)c2cn(C)nc2C)cc1F (stereo unspecified)	-5	12	3	5	-16	14	-1	-1.3	25
O=C(NCCN1CCOCC1)c1ccc(CSc2nc3ccncc3n2Cc2ccc(F)cc2)cc1	2	3	1	-1	9	1	-8	-1.3	-4
Cc1cccc(N(CC(=O)NCc2ccc(F)cc2)C(=O)c2ccco2)c1	1	8	1	5	19	-2	0	0.6	9
